# LYPLA1 inh: counter-screen for PME1 inhibitors: inhibitors of human LYPLA1 | O75608 | recombinant LYPLA1, FP-Rh probe fluorescence polarization | inhibition, % at 5.9 µM | 320,000 compounds, 0.16% hits;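 active = inhibition above the mean of all tested compounds plus 3 SD, set per campaign, cut at about 14% in these data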;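 also: inhibitors block serine hydrolase probe labeling of LYPLA1 so polarization falls; 0% = enzyme with DMSO and 100% = wells lacking LYPLA1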
# Target sequence (O75608 whole entry, looked up): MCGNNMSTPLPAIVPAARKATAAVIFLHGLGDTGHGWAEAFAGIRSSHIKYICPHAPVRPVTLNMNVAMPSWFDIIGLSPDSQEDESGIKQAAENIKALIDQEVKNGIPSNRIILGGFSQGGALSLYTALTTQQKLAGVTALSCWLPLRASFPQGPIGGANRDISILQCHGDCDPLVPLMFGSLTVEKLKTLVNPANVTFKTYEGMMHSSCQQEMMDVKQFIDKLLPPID
# pPAFAH FP inh: pPAFAH (human) enzyme inhibition. Q13093. recombinant pPAFAH, FP-rhodamine probe fluorescence polarization. inhibition, % at 3.39 µM. 330,000 compounds, 1.5% hits. AID 463082;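 active = inhibition above the mean inhibition across the screen plus 3 SD, cut at about 25% in these data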;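 also: inhibitors block binding of the rhodamine activity-based probe so polarization drops; 0% = enzyme with DMSO and 100% = wells lacking pPAFAH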
# Target sequence (Q13093 whole entry, looked up): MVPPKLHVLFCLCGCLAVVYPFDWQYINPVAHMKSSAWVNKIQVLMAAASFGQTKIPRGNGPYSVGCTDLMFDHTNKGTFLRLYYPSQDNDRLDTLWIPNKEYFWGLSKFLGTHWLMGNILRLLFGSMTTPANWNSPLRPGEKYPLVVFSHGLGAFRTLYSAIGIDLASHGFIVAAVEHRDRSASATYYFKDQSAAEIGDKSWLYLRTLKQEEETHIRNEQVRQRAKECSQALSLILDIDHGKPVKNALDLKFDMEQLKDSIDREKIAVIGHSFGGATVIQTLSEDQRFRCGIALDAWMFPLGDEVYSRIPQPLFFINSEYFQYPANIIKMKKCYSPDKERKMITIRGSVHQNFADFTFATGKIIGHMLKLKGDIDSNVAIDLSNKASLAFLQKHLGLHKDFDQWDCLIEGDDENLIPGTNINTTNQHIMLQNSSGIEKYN
# PAFAH1B3 inh: PAFAH1B3 (human) inhibition. recombinant PAFAH1B3, FP-rhodamine probe, fluorescence polarization. inhibition, % at 3.39 µM. 340,000 compounds, 0.28% hits;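 active = inhibition above the screen-wide average of all tested compounds plus 3 SD, cut at about 25% in these data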;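 also: 0% = enzyme with DMSO only and 100% = wells lacking PAFAH1B3 protein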
# Target sequence (Q15102 whole entry, looked up): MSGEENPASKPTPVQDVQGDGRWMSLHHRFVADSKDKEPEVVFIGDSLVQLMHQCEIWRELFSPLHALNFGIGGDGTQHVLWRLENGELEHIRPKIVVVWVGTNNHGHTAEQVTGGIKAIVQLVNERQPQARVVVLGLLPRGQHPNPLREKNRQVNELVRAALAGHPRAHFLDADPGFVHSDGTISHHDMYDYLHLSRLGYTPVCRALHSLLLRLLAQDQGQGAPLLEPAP
# GSTO1 counter: blocks human GSTO1 in RBBP9 counter-screen. recombinant GSTO1, activity-based probe fluorescence polarization. inhibition, % at 5.96 µM. 300,000 compounds, 1.1% hits. AID 1974;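 active = inhibition above the campaign mean inhibition plus 3 SD, cut at about 35% in these data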;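 also: 0% = GSTO1-1 with DMSO and 100% = wells lacking GSTO1-1 enzyme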
# PAD4 inh: inhibitors of human PAD4 | Q9UM07 | 330,000 compounds, 0.41% hits | AID 485272 | inhibition, % at 6.36 µM | recombinant PAD4, RCA probe fluorescence polarization;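 active = percent inhibition above a cutoff equal to the mean of all tested compounds plus 3 SD, cut at about 15% in these data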;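 also: 0% = PAD4 with RCA probe and DMSO and 100% = probe without PAD4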
# PAFAH1B2 inh: PAFAH1B2 (human) inhibition; P68402; recombinant PAFAH1B2, FP-rhodamine activity probe, fluorescence polarization; inhibition, % at 3.39 µM; 340,000 compounds, 1.2% hits;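 active = inhibition above the mean of all tested compounds plus 3 SD, cut at about 24% in these data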;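 also: 0% = enzyme with DMSO and 100% = wells lacking PAFAH1B2; many of its hits are not listed in these tables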
# PME-1 inh: blocks human protein phosphatase methylesterase 1 | recombinant PME-1, FP-Rh probe fluorescence polarization | 320,000 compounds, 0.53% hits | Q9Y570 | inhibition, % at 5.9 µM;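 active = inhibition above the campaign mean of all compounds plus 3 SD, cut at about 26% in these data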;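 also: competitive labeling of PME-1 active site by serine hydrolase directed probe; 0% = PME-1 with DMSO and 100% = wells lacking PME-1 enzyme; inhibitors block probe labeling so polarization falls and inhibition rises; many of its hits are not listed in these tables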
# PAFAH2 inh: PAFAH2 (human) inhibition. recombinant PAFAH2, FP-rhodamine activity probe, fluorescence polarization. inhibition, % at 3.39 µM. 340,000 compounds, 0.99% hits. Q99487;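 active = inhibition above the mean over all tested compounds plus 3 SD, cut at about 30% in these data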;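 also: inhibitors block probe labeling of enzyme so polarization drops; 0% = enzyme with DMSO and 100% = wells lacking PAFAH2 protein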
# Fam108B inh: blocks mouse Fam108B hydrolase in RBBP9 counter-screen. recombinant Fam108B, FP-Rh probe fluorescence polarization. inhibition, % at 9.51 µM. AID 1947. 300,000 compounds, 0.33% hits;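 active = inhibition above the screen mean inhibition plus 3 SD, computed separately per campaign, cut at about 18% in these data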;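 also: inhibitors lower polarization as less probe binds the enzyme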
# * = called active by the depositor; . = not tested or not shown. The list is partial; rates above refer to the full screens.
SMILES,LYPLA1 inh,pPAFAH FP inh,PAFAH1B3 inh,GSTO1 counter,PAD4 inh,PAFAH1B2 inh,PME-1 inh,PAFAH2 inh,Fam108B inh
CC1CCCCC1N(C)C1CCN(C(=O)CNC(=O)/C=C/c2cccc(Cl)c2)CC1 (centres undefined),-1,-1,0,-120,1,3,-9,-1,-2
CC(C)(C)NC(=O)N1CCN(c2ncccc2C(F)(F)F)CC1,0,1,4,9,1,3,-5,-7,1
CCn1c(SCc2ccc(C)cc2)nnc1C1CCN(S(=O)(=O)c2ccc(OC)cc2)CC1,-1,-10,0,5,-4,9,3,-4,-2
Cc1ccc(S(=O)(=O)CCC(=O)NC2CCCCC2)cc1,-3,0,3,.,4,-2,0,1,.
O=S(=O)(c1ccc(S(=O)(=O)N2CCCN(Cc3ccccc3)C2)cc1)N1CCCCCC1,0,6,5,-8,-3,6,4,-2,1
COc1ccc(-c2noc(N3CCC(C(=O)Nc4ccccc4Cl)CC3)n2)cc1,1,0,-2,3,1,-1,-2,0,-6
O=C(COc1ccc(/C=N/NC(=O)c2ccccc2O)cc1)Nc1ccccc1,-2,4,3,-6,-5,-4,-11,-2,-1
CN(CC(=O)Nc1ccc(Br)cc1)Cc1ccccc1,-1,3,13,9,2,9,-7,2,-2
COCCNC(=O)C1=C(N)C(C(=O)Nc2ccc(C)c(S(=O)(=O)N3CCCCC3)c2)SC1=Nc1ccc(C)cc1C (centres undefined),-32,1,2,-28,-7,-4,-22,-15,6
Cc1ccn2c(c1)nc(=S)n2C(=O)c1ccco1,3,4,.,1,1,.,5,.,1
O=C1CC(c2ccc(F)cc2)Cc2nc(NCC3CCCO3)ncc21 (centres undefined),0,6,4,8,-4,6,12,0,0
CC(=O)N1CCN=C1SCc1cccc(C(F)(F)F)c1,-1,2,10,6,0,5,2,-3,5
Cc1ccc(-c2csc(NS(=O)(=O)c3cccc(F)c3)n2)o1,.,47*,9,.,-5,5,.,37*,.
CCOC(=O)N1CCN(C(=O)/C=C/c2ccc([N+](=O)[O-])cc2)CC1,0,9,0,6,-5,-1,2,2,-1
O=[N+]([O-])c1ccccc1N(CC1CO1)S(=O)(=O)c1ccccc1 (centres undefined),1,3,0,81*,-1,2,-1,3,2
O=C1c2ccccc2C(=O)C12OC2c1ccc(Cl)cc1Cl (centres undefined),3,4,6,25,36*,3,2,12,3
CCC(CC)C(=O)c1c[nH]c(C(=O)N2CCN(c3ccccc3F)CC2)c1,0,2,11,6,-5,-4,1,-10,-5
Cc1ccccc1NC(=O)C(C)OC(=O)c1ccccc1C(=O)N(C)c1ccccc1 (centres undefined),-1,6,5,10,4,5,-5,7,1
CC(=O)Nc1ccc(Br)c(Cl)c1,1,-4,6,2,1,1,-1,-2,-4
CN(C)c1ccc(-n2cc3c(=O)n(C)c(=O)n(C)c3c2)cc1,8,5,4,-3,-3,4,-1,8,5
Cc1c(C(=O)O)sc(S(=O)(=O)N2CCN(C(=O)Cc3ccccc3Cl)CC2)c1C(=O)O,-1,0,4,.,-1,-2,-2,4,.
COc1ccc(NC(=S)/N=C(\N)Nc2nc(C)c3ccccc3n2)cc1,-7,17,7,-13,-2,-1,8,-3,0
Cc1ccc[n+](CC(=O)c2ccc(NC(=O)c3ccccc3)cc2)c1C,-1,1,.,3,4,.,-2,.,1
CCO/C=C1/C(=O)N(c2ccc(OC)cc2)C(=O)c2ccccc21,-6,-2,6,16,-5,1,-4,5,-3
CCOC(=O)C1=C(O)C(=O)N(c2ccc(S(N)(=O)=O)cc2)C1c1ccc(OC)cc1OC (centres undefined),-1,0,10,-1,-2,3,3,-5,1
COc1cccc(C2CCCCN2Cc2nc(-c3ccc(C)o3)oc2C)c1 (centres undefined),-2,6,-1,6,-6,2,-6,1,-1
O=C(NNc1ncc(C(F)(F)F)cc1Cl)c1ccc(Cl)c(Cl)c1,-2,0,-2,3,3,-4,-2,-3,1
Cc1cc(C)cc(-n2c(=O)c3ccccc3n(CC(=O)NCC3CCCO3)c2=O)c1 (centres undefined),0,2,-2,-6,-3,2,-2,10,-3
O=C(Nc1cccc(NC(=O)c2ccccc2[N+](=O)[O-])c1)c1ccccc1Cl,0,-1,-2,-7,4,2,-6,-16,5
CCCCN1C(=N)N([C@@H](C)CN2CCC[C@H]2CN2C(N)=NC[C@H]2C(C)C)C[C@H]1[C@H](C)CC,.,-1,12,.,-2,1,.,11,.
Cc1ccc(S(=O)(=O)N2CCC(NC(=O)OC(C)C)CC2)cc1,-2,2,5,3,-1,4,-2,1,-2
COc1ccc(NC(=O)CSc2nncn2C)c([N+](=O)[O-])c1,1,3,13,9,1,8,4,-2,-2
Cc1ccsc1C(=O)NNC(=S)NC1CCCCC1,0,10,6,0,1,10,1,-1,-4
Cc1ccc(NC(=O)C2CCCN2C(=O)OCc2ccccc2)cc1F (centres undefined),3,-2,5,2,-6,4,-1,-6,-3
O=C(Nc1cccc2ncccc12)c1ccc(-c2ccc(Br)cc2)o1,-3,7,4,5,-8,2,-1,-11,-1
O=C(CCC1N=C2c3ccccc3N=C(SCc3ccc(F)cc3)N2C1=O)NCc1ccco1 (centres undefined),-2,4,2,-8,-3,0,1,-4,-5
CCCCn1c(N)c(N(CC)C(=O)COc2ccc(C#N)cc2)c(=O)[nH]c1=O,.,0,3,.,8,2,.,4,.
CCCc1nc2c(sc3nc4c(cc32)COC(C)(C)C4)c(=O)n1CCN(C)C,4,1,3,14,4,-3,-7,-1,1
N#Cc1c(-c2ccco2)cc(-c2cccnc2)nc1N,0,17,9,-5,2,3,3,7,3
Cc1nc(SCC(=O)N2CC(=O)Nc3ccccc32)c2c(C)c(C)sc2n1,4,2,-10,-4,2,4,0,6,-3
Clc1ccc(OCCSc2ncccn2)c(Br)c1,-1,6,5,-7,-7,6,3,16,-1
O=C(Nc1cccc(S(=O)(=O)N2CCOCC2)c1)C1=NN(c2ccccc2)C(=O)CC1,1,1,-1,-2,9,4,-11,5,-4
CC(=O)c1cccc(S(=O)(=O)NCC(c2ccco2)N2CCCCC2)c1 (centres undefined),3,2,0,5,-2,8,2,1,-2
COc1ccc(NC2CCCN(C(=O)CSc3ccncc3)C2)cc1 (centres undefined),5,-1,-4,7,6,2,-3,-4,-4
Cc1c(CN(C)C(=O)CSc2nc(-c3ccco3)cc(C(F)(F)F)n2)cnn1C,-1,1,4,-8,5,-12,0,-3,2
COc1ccc(CNC(=O)CCn2ccc3cc(S(=O)(=O)N4CCCC4)ccc32)cc1,3,4,-9,-5,-1,1,7,0,-2
O=C(Nc1cccnc1Cl)c1ccc(Cl)c([N+](=O)[O-])c1,-5,1,-2,1,3,-1,6,2,1
O=C(NCc1ccccc1)C1CCCN(C(=O)Nc2ccccc2)C1 (centres undefined),3,2,3,-1,-4,6,1,2,2

# Single records (already shown). Values in the order: LYPLA1 inh, pPAFAH FP inh, PAFAH1B3 inh, GSTO1 counter, PAD4 inh, PAFAH1B2 inh, PME-1 inh, PAFAH2 inh, Fam108B inh
# Shown for `O=C(Nc1cccnc1Cl)c1ccc(Cl)c([N+](=O)[O-])c1` : -5, 1, -2, 1, 3, -1, 6, 2, 1
# Shown for `CC(=O)c1cccc(S(=O)(=O)NCC(c2ccco2)N2CCCCC2)c1` (centres undefined) : 3, 2, 0, 5, -2, 8, 2, 1, -2
# Shown for `N#Cc1c(-c2ccco2)cc(-c2cccnc2)nc1N` : 0, 17, 9, -5, 2, 3, 3, 7, 3

# (next part)
SMILES,LYPLA1 inh,pPAFAH FP inh,PAFAH1B3 inh,GSTO1 counter,PAD4 inh,PAFAH1B2 inh,PME-1 inh,PAFAH2 inh,Fam108B inh
Cc1ccc(CN2CCc3c(OCC(=O)Nc4cccc(C)c4C)cccc3C2=O)cc1,3,-3,.,2,-2,.,-1,.,0
C=C(C)C(=O)Nc1cccnc1Oc1ccc(F)cc1,-1,4,10,-4,0,3,-1,5,-1
CCOc1cccc(C(=O)N/N=C/c2coc3ccccc3c2=O)c1,7,6,1,3,-1,2,6,-3,3
COc1cccc(/C=C/C(=O)OCC(=O)Nc2ccc3[nH]c(=O)[nH]c3c2)c1OC,-4,4,1,9,0,5,3,4,1
CC(=O)c1cccc(NC(=S)NC(=O)Cc2ccccc2)c1,-2,3,6,0,-5,4,-6,14,-4
CCCCCC1C/C(=N\O)C=C(C)C1C(=O)OC (centres undefined),1,1,.,3,2,.,5,.,-3
Cc1ccc(N(CC(=O)N2CCCCC2)S(=O)(=O)c2ccc(C)cc2)cc1,2,0,0,10,-3,5,6,9,1
COc1ccc(/C=N/NC(=O)c2ccco2)cc1Cn1nc(C)c([N+](=O)[O-])c1C,-8,3,8,4,-2,0,-11,-5,-2
Cn1c(=O)n(C)c2cc(NS(=O)(=O)c3cccs3)ccc21,3,3,4,7,1,-2,1,-1,3
COC(=O)C(NS(C)(=O)=O)(c1c(C)[nH]c2ccccc12)C(F)(F)F (centres undefined),-3,7,5,5,-2,0,-6,-3,-2
Cc1nn(CC(=O)NCCCN2CCC(N3CCCCC3)CC2)c(=O)c2cc(-c3ccccc3)nn12,1,5,3,1,-4,3,-5,1,-4
O=C(CN1CCN(C(=O)C2COc3ccccc3O2)CC1)Nc1ccccc1 (centres undefined),-2,7,0,5,0,6,-3,9,-3
CCSc1nnc([C@H](C)NC(=O)OC(C)(C)C)o1,2,2,2,3,0,0,-7,-4,1
CCC(CC)C(=O)Nc1cc(OC)c(OC)cc1C(=O)O,-1,0,2,-15,5,4,2,-1,-1
C=C1c2cc(C)ccc2NC(=O)N1c1ccc(C)cc1,-1,0,-2,6,0,0,-9,-1,11
C/C(=N\NS(=O)(=O)c1ccc(Br)cc1)c1ccncc1,0,1,14,-3,4,3,5,-1,8
CCOc1ccc(C(=O)NCC2(c3ccccc3)CCOCC2)cc1,2,-1,10,2,-2,7,5,-4,-5
Cc1c(C(=O)NCc2ccccn2)sc2nc(-c3ccccc3)cn12,2,-9,-4,-1,-4,-3,-11,3,1
COc1ccc(Cl)cc1NC(=S)NCCc1c[nH]c2ccccc12,-12,10,10,-4,-3,21,18,-5,10
Cc1ccccc1CN1CCN(C(=O)c2ccco2)CC1,-5,5,5,-2,-2,5,-2,-2,3
CC(=O)Cc1nsc(NC(=O)c2ccc(Br)o2)n1,2,2,1,-5,-5,2,-1,-4,-3
Cc1ccccc1-n1c(=O)n(Cc2ccc(C(=O)O)cc2)c(=O)c2[nH]cnc21,0,7,8,-7,-4,5,-3,-4,-2
COc1ccccc1CNS(=O)(=O)c1c(C)nc2scc(C)n2c1=O,2,1,4,1,-1,2,-3,0,3
CN(CC(=O)Nc1cccc(F)c1)C(=O)c1ccc(-n2cncn2)c([N+](=O)[O-])c1,1,3,0,16,7,2,0,-5,2
COc1ccc(OC)c(S(=O)(=O)NCCCN2CCCC2=O)c1,1,-2,-4,3,-4,0,-3,0,1
COc1cccc2cc(-c3ccnc(N)n3)oc12,1,6,2,5,-4,-1,-4,1,7
Cc1ccc(S(=O)(=O)Nc2nc3ccccc3s2)cc1,1,6,9,5,-3,3,-2,7,6
Cc1nnc(N2CCCC(C(=O)NCc3cccc(F)c3)C2)c2nn(-c3ccccc3)c(C)c12 (centres undefined),2,10,3,-1,-4,0,8,-7,-1
CCC(=O)Nc1ccc(C(=O)n2nc(C)cc2C)cc1,-1,5,-3,6,1,-1,7,2,3
N#Cc1cn(CCOc2ccccc2F)c2ccccc12,-6,1,4,-9,-9,6,-8,-5,-2
